WRN helicase inh: inhibitors of human WRN helicase; WRN helicase unwinding, fluorescent forked duplex, kinetic; Potency, µM (series often up to 114 µM), without a hit: at the highest dose activity change, negative = inhibition, actives largely listed as inhibitors; hit rate 0.46% among 360,000; note: potency is the fitted concentration of half-maximal effect; % is set by controls: 0 for no effect and ±100 for the full control effect; nearly all actives have a fitted effect of over 55% in size
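Fluorescence dequenching readout, ex 525 nm/em 598 nm, kinetic mode: forked duplex DNA (100 nM final) with adjacent fluorophore and quencher unwound by WRN (20 nM final) with 2 mM ATP. Compound preincubation 15 min, room temperature.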
GLP1R cytotox: cytotoxicity in counter-screen for GLP-1R inverse agonists | HEK293 cAMP-luciferase reporter cells, luminescence, 24 h | Potency, µM (series often up to 38.3 µM), for inactives: at the top dose activity change, negative = inhibition, usual class: inhibitors | hit rate 0.13% among 410,000;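 note: loss of luciferase light is scored as toxicity; potency is the fitted concentration of half-maximal effect; % is set by controls: 0 for no effect and ±100 for the full control effect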
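1536-well qHTS counterscreen of the MLSMR; 200 cells/uL, 12 h pre-incubation, 23 nL cpd, 24 h at 37 deg C 5% CO2, luciferase detection reagent, 12 min RT, luminescence. Inhibition = undesired.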
DRD3 antagonist: blocks the human D3 dopamine receptor | hit rate 2.5% among 360,000 | P35462 | max response, negative = inhibition, % | D3R cells, DiscoveRx beta-arrestin luminescence, antagonist mode; active compounds read low; in the data active = max response below about -50%; inconclusive = no clear call, values can overlap the other calls; note: % is set by controls: 0 for no effect and ±100 for the full control effect; mostly tested at two doses, the higher about 12 µM
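Cells plated overnight at 1500 cells/well, then exposed to library compounds with dopamine controls for 90 minutes at 37 degrees C. DiscoveRx reagent added for 30–60 minutes at room temperature; luminescence read, quantitative HTS format.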
GLP1R ag: agonists of human GLP-1 receptor | Potency, µM (top dose mostly 45.6 µM), for the others: at the highest dose activation, usual class: activators | P43220 | HEK293 GLP-1R CRE-luciferase, luminescence, 4-6 h; cells express a hypersensitive GLP-1R form | AID 624172 | hit rate 0.007% among 380,000; note: potency is the fitted concentration of half-maximal effect; % of control where 0% means no effect
PI5P4Ka inh: PI5P4K alpha (human) kinase inhibition | P48426 | hit rate 1.2% among 330,000 | PI5P4Kalpha enzyme, ADP-Glo luminescence, 60 min; active compounds read low | max response, %; active = max response of -50% or lower; inconclusive = between -30% and -50%; inactive = -30% or higher; note: value at the top dose of about 77 µM; % is set by controls: 0 for no effect and ±100 for the full control effect
Target sequence (P48426 whole entry, looked up): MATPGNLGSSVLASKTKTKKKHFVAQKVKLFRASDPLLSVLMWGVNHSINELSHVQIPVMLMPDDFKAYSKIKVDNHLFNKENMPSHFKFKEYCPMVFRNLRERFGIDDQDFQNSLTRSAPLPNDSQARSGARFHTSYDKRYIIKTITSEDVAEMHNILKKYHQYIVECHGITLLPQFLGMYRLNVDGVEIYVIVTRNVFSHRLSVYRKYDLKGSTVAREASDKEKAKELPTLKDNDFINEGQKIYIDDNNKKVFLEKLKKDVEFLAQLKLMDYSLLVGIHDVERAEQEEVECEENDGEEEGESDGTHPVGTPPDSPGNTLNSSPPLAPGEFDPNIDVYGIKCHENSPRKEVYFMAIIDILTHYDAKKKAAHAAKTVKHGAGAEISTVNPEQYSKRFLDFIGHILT
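Quantitative HTS of the MLSMR library against PI5P4Kalpha with substrate. ATP added last at 5 microM final; room temperature, 60 minutes. Remaining ATP depleted, ADP converted and read as luminescence.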
DRD3 agonist: activates the human D3 dopamine receptor. max activation, %. P35462. D3R DiscoveRx beta-arrestin cells, luminescence, 90 min. hit rate 0.58% among 410,000; in the data active = max activation above about 30%; note: 0% is about no effect; mostly tested at two doses, the higher about 12 µM
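Agonist mode: compounds and dopamine controls were applied to plated cells for 90 min at 37 degrees C after an overnight attachment at 1500 cells/well. Luminescent read-out followed 30 - 60 minutes at room temperature with DiscoveRx detection reagent.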
IL-2 act: activators of IL-2; IL-2 activation reporter assay, cell-based qHTS; stimulated with anti-CD3/CD4/CD28 beads; in transgenic mouse T cells; activation, % (series mostly up to about 46 µM); hit rate 0.065% among 360,000; AID 652025; in the data active = activation above about 50%; inconclusive = mostly about 30% to 49%; note: 0% is about no effect
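Readout is EGFP and DsRed signal by fluorescent plate cytometry after 18 h at 37 degrees C. Transgenic mouse T cells (750/well) received compound for 60 min before bead stimulation (anti-CD3, anti-CD4, anti-CD28); memory T cells served as non-tolerant control.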
PLK1 PBD inh: PLK1 (human) polo-box domain binding inhibition. Plk1 PBD binding of FITC phosphopeptide, fluorescence polarization. Potency, µM, for the others: max response, negative = inhibition, usual class: inhibitors. hit rate 2.8% among 360,000. AID 720504; note: potency is the fitted concentration of half-maximal effect; series mostly up to about 57 µM; % is set by controls: 0 for no effect and ±100 for the full control effect; nearly all actives have a fitted effect of over 65% in size
Target sequence (P53350 whole entry, looked up, the tested form may be a part): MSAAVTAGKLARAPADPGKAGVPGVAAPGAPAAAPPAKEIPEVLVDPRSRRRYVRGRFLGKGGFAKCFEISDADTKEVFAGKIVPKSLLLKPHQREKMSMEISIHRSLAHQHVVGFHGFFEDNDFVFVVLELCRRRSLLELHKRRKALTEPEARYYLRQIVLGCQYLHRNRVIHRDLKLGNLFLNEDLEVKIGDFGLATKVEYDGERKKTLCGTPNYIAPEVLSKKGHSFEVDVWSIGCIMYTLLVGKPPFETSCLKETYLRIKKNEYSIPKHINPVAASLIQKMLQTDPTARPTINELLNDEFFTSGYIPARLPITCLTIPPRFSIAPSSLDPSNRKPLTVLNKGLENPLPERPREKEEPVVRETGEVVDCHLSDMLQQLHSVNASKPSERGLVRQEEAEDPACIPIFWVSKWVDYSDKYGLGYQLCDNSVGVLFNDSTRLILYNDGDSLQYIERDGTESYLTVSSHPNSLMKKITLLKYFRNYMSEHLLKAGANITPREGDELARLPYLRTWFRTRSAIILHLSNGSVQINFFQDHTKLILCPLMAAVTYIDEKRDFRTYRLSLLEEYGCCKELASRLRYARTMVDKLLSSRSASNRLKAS
GLP-1R inv ag: acts as inverse agonist at human GLP-1 receptor; P43220; Potency, µM (titrated, usually from 38.3 µM), for the others: at the highest dose activity change, negative = inhibition, actives largely listed as inhibitors; hit rate 1.6% among 410,000; HEK293 GLP-1R CRE-luciferase, luminescence, 24 h; GLP-1R form is constitutively active; note: potency is the fitted concentration of half-maximal effect; % is set by controls: 0 for no effect and ±100 for the full control effect; nearly all actives have a fitted effect of over 55% in size
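GLP-1R inverse agonism mode: basal reporter luminescence in engineered HEK293 cells measured after one day of compound exposure at 37 deg C, with a 12 min room-temperature detection step.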
Active calls of the source: *; ? = inconclusive; / = not tested or not shown; & = joins results of further samples; [ ] = another dose, or the depositor's remark. Unless noted, calls come from the whole dose curve; as a rule, active = well fitted curve in the direction sought with a large enough effect; inconclusive = small, poorly fitted or top-dose-only effect, or another doubt; inactive = no such curve, though single readings can be large; an effect the other way counts as inactive or inconclusive.

SMILES	WRN helicase inh	GLP1R cytotox	DRD3 antagonist	GLP1R ag	PI5P4Ka inh	DRD3 agonist	IL-2 act	PLK1 PBD inh	GLP-1R inv ag
CCN1CCN(S(=O)(=O)c2cc(OC)c(Cl)cc2OC)CC1	-2%	-2%	11	-1%	/	2	-2.5	3%	9%
CCCCNC(=O)c1nc(C2CCN(S(=O)(=O)c3ccc(C(F)(F)F)cc3)CC2)oc1-c1ccccc1	-1%	-4%	-16	/	-4	-5	1.3	1%	-2%
C[C@@H]1CN([C@@H](C)CO)C(=O)CCCn2cc(nn2)CO[C@H]1CN(C)S(=O)(=O)c1ccccc1F	4%	0%	0	-5%	-8	-6	-2.4	-9%	11%
CN(C)CCOc1ccc(/C(=C(/CCCl)c2ccccc2)c2ccccc2)cc1	4%	-2%	-91*	-4%&-1%	-1	-85&-20	0.0	4%	5%
Cn1cccc1C(=O)OCC(=O)NC1CCS(=O)(=O)C1 (centres undefined)	8%	5%	-20	-1%	-9	-8	1.7	-20%	7%
CCc1cc(=O)oc2cc(OCC(=O)NCCN3CCOCC3)c(Cl)cc12	-6%	-6%	-17	-4%	16	-3	-3.9	-9%	21%
CCN(C(=O)c1c(N)cnn1C)c1ccccc1	-11%	11%	-1	1%	2	5	-2.4	-6%	0%
CN1OC[C@@H]2CN(C(=O)C(C)(C)C)[C@H](c3cccc(N4CCOCC4)c3)C[C@@H]21	-2%	1%	-1	-5%	2	1	0.2	-18%	7%
N#CC(C#N)=C(N)Nc1cccc(Cl)c1	-5%	0%	14	6%	3	3	1.0	1%	-4%
Cc1cc(C)c2cc(C(c3nnnn3CC3CCCO3)N3CCN4CCCC4C3)c(=O)[nH]c2c1 (centres undefined)	4%	5%	-21	-4%	/	-18	-3.0	-7%	2%
CN(CC1CCCN(CCc2ccc(F)cc2)C1)C(=O)CCC(N)=O (centres undefined)	8%	2%	-1	-4%	7	7	5.5	-1%	16%
CCC(C)[C@@H](C(=O)NCC1CCC(C(=O)O)CC1)n1nnc2ccccc2c1=O (some centres undefined)	5%	11%	16	-1%	-1	5	0.0	-6%	3%
Cc1cccc(C(=O)OCC(=O)NCC(C)C)c1O	-4%	1%	7	6%	-4	1	-0.9	-6%	6%
COc1ccc(-c2csc(C(O)c3ccc(F)c(OC)c3)n2)cn1 (centres undefined)	2%	2%	-21	0%	4	-21	0.2	-9%	-8%
O=C(NCCCNC(=O)c1cnccn1)c1ccc(Cl)cc1	10%	2%	-13	10%	-3	3	-0.2	-8%	8%

Single records, from the list above. Order of screens: WRN helicase inh | GLP1R cytotox | DRD3 antagonist | GLP1R ag | PI5P4Ka inh | DRD3 agonist | IL-2 act | PLK1 PBD inh | GLP-1R inv ag
O=C(NCCCNC(=O)c1cnccn1)c1ccc(Cl)cc1 in the list: 10% | 2% | -13 | 10% | -3 | 3 | -0.2 | -8% | 8%
Cn1cccc1C(=O)OCC(=O)NC1CCS(=O)(=O)C1 (centres undefined) in the list: 8% | 5% | -20 | -1% | -9 | -8 | 1.7 | -20% | 7%
CCc1cc(=O)oc2cc(OCC(=O)NCCN3CCOCC3)c(Cl)cc12 in the list: -6% | -6% | -17 | -4% | 16 | -3 | -3.9 | -9% | 21%

Returning to the listing with the 6 entries that preceded the break.
SMILES	WRN helicase inh	GLP1R cytotox	DRD3 antagonist	GLP1R ag	PI5P4Ka inh	DRD3 agonist	IL-2 act	PLK1 PBD inh	GLP-1R inv ag
Cc1cc(C)c2cc(C(c3nnnn3CC3CCCO3)N3CCN4CCCC4C3)c(=O)[nH]c2c1 (centres undefined)	4%	5%	-21	-4%	/	-18	-3.0	-7%	2%
CN(CC1CCCN(CCc2ccc(F)cc2)C1)C(=O)CCC(N)=O (centres undefined)	8%	2%	-1	-4%	7	7	5.5	-1%	16%
CCC(C)[C@@H](C(=O)NCC1CCC(C(=O)O)CC1)n1nnc2ccccc2c1=O (some centres undefined)	5%	11%	16	-1%	-1	5	0.0	-6%	3%
Cc1cccc(C(=O)OCC(=O)NCC(C)C)c1O	-4%	1%	7	6%	-4	1	-0.9	-6%	6%
COc1ccc(-c2csc(C(O)c3ccc(F)c(OC)c3)n2)cn1 (centres undefined)	2%	2%	-21	0%	4	-21	0.2	-9%	-8%
O=C(NCCCNC(=O)c1cnccn1)c1ccc(Cl)cc1	10%	2%	-13	10%	-3	3	-0.2	-8%	8%
C/C(=N\NC(=O)Cc1ccc(O)cc1)c1cccnc1	-13%	3%	13	2%	4	-11	-0.2	-1%	18%
O=C(NCc1ccc(F)cc1)c1cc(C2CCCN(C(=O)CCCc3ccccc3)C2)on1 (centres undefined)	-3%	5%	14	12%	1	-4	-0.6	-11%	9%
Cc1ccccc1NC(=O)C1=CC=CN2CCS(=O)(=O)N=C12	4%	0%	-5	-6%	0	-2	-0.7	-17%	3%
CCC(c1nc2ccccc2[nH]1)n1c(-c2ccc3ccccc3c2)nc2ccccc21 (centres undefined)	-7%	-9%	5	/	3	1	0.3	-1%	?
O=C(CN(C(=O)CCC(=O)Nc1nccs1)c1ccccc1F)NCC1CCCO1 (centres undefined)	-2%	-12%	-30	-10%	-9	-2	0.3	2%	-4%
CN1CCN(CC#CCn2c3ccccc3c3ccccc32)CC1	-1%	-1%	-19	9%	/	-16	-1.1	0%	?
Oc1ccc(C[C@H]2CN([C@@H](Cc3ccc(O)cc3)CN3CCC[C@@H]3CN3C(=S)NC[C@@H]3Cc3ccccc3)C(=S)N2CCc2ccccc2)cc1	-12%	-14%	-53*	-2%	0	-19	-0.9	-17%	?
C[C@@H]1CN([C@@H](C)CO)S(=O)(=O)c2ccc(Br)cc2O[C@H]1CN(C)C(=O)c1ccccc1	3%	6%	21	0%	17	-3	2.3	-7%	-25%
CCOc1ccccc1CNC(=O)C1CCCN(c2nnc(C)c3c(C)n(-c4ccccc4)nc23)C1 (centres undefined)	-3%[57.1 µM]	?	90	5%	-1	4&13	-2.3	-3%	85%&15%[activator]
CC(=O)c1ccc(OCC(=O)NCC(c2ccco2)N2CCCCC2)cc1 (centres undefined)	6%	9%	8	4%	-3	8	-3.6	-3%	14%
COc1ccc(NS(=O)(=O)c2cc(NC(=O)c3ccc(Cl)cc3)ccc2N2CCOCC2)cc1	-6%	?	-13	13%	0	-3	-0.2	18%	?
COc1ccccc1NC(=O)CN1CCN(S(=O)(=O)c2ccc(Br)cc2)CC1	2%	2%	-9	-4%	5	6	1.7	-3%	0%
COc1ccc(-c2csc(N(CCCN(C)C)C(=O)c3ccccc3C)n2)cc1	2%	?	-10	-3%	8	-25	-3.4	0%	2.8µM*
Cc1ccc(CN2CCN(Cc3nc4ccccc4nc3C)CC2CCO)cc1 (centres undefined)	2%	-9%	-1	-2%	-2	-14	-2.5	2%	-18%
CCOc1ccc(NC(=O)c2oc3ccccc3c2NC(=O)C2CCCCC2)cc1	/	2%	/	-1%	/	4	/	/	6%
Cc1cc(NC(=O)CCC(=O)N(Cc2ccco2)C2(C(=O)NC3CCCC3)CCCCC2)no1	13%	-2%	-20	1%	-4	-8	-3.5	-21%	-7%
CC(=O)Oc1cccc(N2C(=O)c3ccc(C(=O)O)cc3C2=O)c1	6%	-1%	-12	-10%	/	-6	-1.9	-6%	0%
CN(C)c1ccc(CC(=O)N2CCCC(c3cc(C(=O)Nc4ccc(C(C)(C)C)cc4)no3)C2)cc1 (centres undefined)	-4%	0%	66	-6%	-2	13	-0.8	5%	?
COC(=O)C1=C(C(=O)OC)[C@@H]2N(C)c3ccccc3[C@@]23C[C@@H](C(=O)OC)N(C(=O)C2CCC2)C3=N1	-2%	1%	-7	-5%	3	2	-0.6	1%	-9%
CCOc1ccc(-c2cccc(NS(=O)(=O)c3cc([N+](=O)[O-])ccc3Cl)c2)nn1	-27%	12%	-20	5%	-17	-14	2.6	-14%	-6%
O=C(CSc1n[nH]c(=O)n1C1CC1)Nc1ccc(OC(F)(F)F)cc1	-17%	1%	9	-1%	-3	0	-1.0	3%	3%
CC1=C(C(=O)OCC2CCCO2)C(c2coc3ccc(Cl)cc3c2=O)C2=C(CCCC2=O)N1 (centres undefined)	3%	-5%	1	11%	-7	0	0.0	-19%	7%
Cc1cc(NC(=O)c2ccccc2C)n(-c2cccc(F)c2)n1	12%	-1%	5	2%	-9	4	0.5	-6%	27%
CN1CCN(NC(=O)CSc2ccc(Cl)cc2Cl)CC1	-4%	-7%	-3	9%	-12	4	0.4	-11%	7%
CNc1oc(C)nc1S(=O)(=O)c1ccc(C)cc1	-20%	-4%	10	-11%	/	3	0.1	-28%	43%[activator]
CCc1ccc(NC(=O)Cn2cccc2)cc1	1%	7%	0	3%	1	0	0.6	-4%	11%
O=C(COc1ccccc1)NNc1nc2c(F)cccc2s1	-3%	3%	0	7%	-7	3	1.1	?	5%
Cn1c(Cc2cccs2)nnc1SC/C=C/c1ccccc1	2%	-10%	-23	6%	-5	0	0.6	-9%	?
COc1cc(-c2noc(C)c2C(=O)NCCCN2CCOCC2)cc(OC)c1OC	-2%	4%	5	2%	0	7	0.0	0%	3%
CC(=O)N/C(=C/c1ccc2c(c1)OCO2)C(=O)NC(Cc1ccccc1)C(=O)O (centres undefined)	-8%	-4%	10	-2%	0	5	2.5	-4%	-3%
CCCCCCN1C[C@@H](n2cc(COC(=O)c3ccccc3)nn2)[C@H](O)C[C@@H]1c1ccccc1	-16%	-17%	-10	3%	14	2	-3.8	-7%	-21%
CCS(=O)(=O)c1ccc2c(c1)N(S(C)(=O)=O)CC(C(=O)NCc1ccccc1OC)O2 (centres undefined)	-2%	-17%	?	1%	1	-6	-2.8	-6%	-16%
CCCCNC(=O)c1onc(CSc2ccc(Cl)cc2)c1C(=O)O	-7%	11%	5	-3%	?	4	-0.1	-6%	?
